CCHF vOTU inh: CCHFV vOTU protease inhibition; 0.55% of 370,000 active; Pep-AMC fluorescence; inhibition, % at 11.5 µM; AID 651958; in the data active means inhibition above about 30%; further: 0% = vehicle wells with enzyme and 100% = no enzyme wells
VHR inh abs: inhibitors of human VHR1 phosphatase (DUSP3); P51452; recombinant VHR phosphatase, pNPP absorbance; inhibition, % at 13.3 µM; 0.52% of 290,000 active; in the data active means inhibition above about 50%; further: some compounds called inactive have numbers as strong as hits
Target sequence (P51452 whole entry, looked up): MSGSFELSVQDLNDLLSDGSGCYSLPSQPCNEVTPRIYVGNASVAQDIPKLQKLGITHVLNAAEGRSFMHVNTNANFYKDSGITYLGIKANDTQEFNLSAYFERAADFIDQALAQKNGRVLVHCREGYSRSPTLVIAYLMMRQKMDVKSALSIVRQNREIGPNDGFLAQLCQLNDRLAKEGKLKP
BoNT-F LC inh: inhibitors of Botulinum neurotoxin F light chain protease. Multiplex microsphere protease cleavage assay, flow cytometry. inhibition, % at 10 µM. 0.22% of 360,000 active. AID 588497; in the data active means inhibition above about 35%, passing the limit was not always enough; inconclusive means no clear call, values can overlap the other calls; further: plate controls were buffer without enzyme for full effect and enzyme alone for no effect
MazEF act: increases E. coli MazEF RNase cleavage of RNA | P0AE70 | FAM/BHQ RNA-DNA oligo cleavage fluorescence, 5 h | activation, % at 20 µM | 0.32% of 350,000 active; in the data active means activation above about 50%
Target sequence (P0AE70 whole entry, looked up): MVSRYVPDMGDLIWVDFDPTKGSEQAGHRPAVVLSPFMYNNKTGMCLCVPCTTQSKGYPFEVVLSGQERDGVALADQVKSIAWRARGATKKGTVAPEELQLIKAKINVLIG
PrPC TRFRET: reduces human prion protein on the cell surface; inhibition, % at 13.8 µM; P04156; cell surface PrPC, TR-FRET read-out; AID 720596; 0.43% of 370,000 active; in the data active means inhibition above about 24%; further: 0% = median of the test wells and 100% = reference compound wells
PriA SSB inh: inhibitors of Klebsiella pneumoniae PriA binding to SSB C-terminal tail. AlphaScreen SSBct-PriA binding, biotinylated peptide. inhibition, % at 33 µM. 0.6% of 430,000 active; in the data active means inhibition mostly above about 37%, no sharp cut-off; inactive means mostly below about 20%;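 further: plate controls were negative control peptide for no effect and reference peptide for full effect; strong numbers were not always called active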
SARS 3CLpro inh: SARS-CoV 3CLpro protease inhibition; recombinant SARS-CoV 3CLpro, quenched FRET peptide cleavage; inhibition, % at 6 µM; 0.14% of 290,000 active; in the data active means inhibition above about 12%
Rv3671c protease: inhibitors of M. tuberculosis serine protease Rv3671c. P9WHR9. 0.048% of 320,000 active. inhibition, % at 5.96 µM; in the data active means inhibition above about 38%;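 further: extracellular domain of Rv3671c used as enzyme; 0% = enzyme with DMSO and 100% = no enzyme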
Target sequence (P9WHR9 whole entry, looked up, the tested form may be a part): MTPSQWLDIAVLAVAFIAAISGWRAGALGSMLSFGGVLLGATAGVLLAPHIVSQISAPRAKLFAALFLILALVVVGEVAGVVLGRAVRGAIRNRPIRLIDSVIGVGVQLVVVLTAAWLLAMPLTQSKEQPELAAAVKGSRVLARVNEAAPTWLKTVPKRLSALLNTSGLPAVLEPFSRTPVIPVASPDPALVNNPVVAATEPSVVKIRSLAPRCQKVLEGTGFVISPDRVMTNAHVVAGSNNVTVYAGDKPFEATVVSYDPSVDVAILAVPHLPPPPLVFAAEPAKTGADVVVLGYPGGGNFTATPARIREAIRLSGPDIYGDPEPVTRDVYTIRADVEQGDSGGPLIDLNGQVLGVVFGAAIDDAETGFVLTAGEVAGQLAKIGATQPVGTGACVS
Anthrax LF inh2: anthrax lethal factor protease inhibition; P15917; multiplex microsphere protease cleavage assay, LF; inhibition, % at 10 µM; 0.12% of 360,000 active; AID 588501; further: plate controls were buffer without enzyme for full effect and enzyme alone for no effect
BoNT A protease: blocks Botulinum neurotoxin A light chain protease; multiplex microsphere protease substrate cleavage, flow cytometry; inhibition, % at 10 µM; 0.17% of 360,000 active; AID 588499; further: plate controls were buffer without enzyme for full effect and enzyme alone for no effect
* marks the source's active call; other numbers are inactive results. Unless noted, no stated cut-off is given here; in the data, active means inhibition above about 30%; inconclusive means no clear call, values can overlap the other calls; inactive means below that. A portion of the library; rates above refer to the full screens.

Results for CC1(C)C2CCC1(C)C(NC(=O)/C=C/c1ccccc1)C2 (centres undefined) ?
CCHF vOTU inh: 11; VHR inh abs: 21; BoNT-F LC inh: 1; MazEF act: -6; PrPC TRFRET: 6; PriA SSB inh: 0; SARS 3CLpro inh: 6; Rv3671c protease: -1; Anthrax LF inh2: -10; BoNT A protease: -0.1

How did CCOC(=O)c1ccc(NC(=O)c2nc[nH]c2C(=O)N2CCC(C)CC2)cc1 do in these assays?
CCHF vOTU inh: -3; VHR inh abs: 15; BoNT-F LC inh: -9; MazEF act: 1; PrPC TRFRET: 2; PriA SSB inh: 0; Rv3671c protease: -2; Anthrax LF inh2: 6; BoNT A protease: -1.2

How did COC(=O)c1cc(C)nc(Nc2nc(C(N)Cc3ccc(Cl)cc3)cs2)n1 (centres undefined) do in these assays?
CCHF vOTU inh: 25; BoNT-F LC inh: -21; PrPC TRFRET: -11; Anthrax LF inh2: -10; BoNT A protease: -0.8

How did O=S(=O)(c1ccc(NC2CCCCC2)cc1)N1CCOCC1 do in these assays?
CCHF vOTU inh: 5; VHR inh abs: -6; BoNT-F LC inh: -7; MazEF act: -16; PrPC TRFRET: 0; PriA SSB inh: -21; SARS 3CLpro inh: 3; Rv3671c protease: 0; Anthrax LF inh2: 0; BoNT A protease: -0.1

How did Cn1nc(C(=O)NCCc2ccc3c(c2)OCCO3)c2ccccc2c1=O do in these assays?
CCHF vOTU inh: 0; BoNT-F LC inh: -4; MazEF act: 2; PrPC TRFRET: -7; PriA SSB inh: -3; Anthrax LF inh2: -2; BoNT A protease: -3.6

What do the screens show for `O=C(CC(=O)NC1CCCCC1)N/N=C/c1ccccc1Cl`?
CCHF vOTU inh: -8; VHR inh abs: 5; BoNT-F LC inh: 20; MazEF act: -12; PrPC TRFRET: 3; SARS 3CLpro inh: -3; Rv3671c protease: 5; Anthrax LF inh2: -2; BoNT A protease: 1.5

What do the screens show for `COc1ccccc1NC(=O)COC(=O)c1cc2c(s1)CCC2`?
CCHF vOTU inh: 8; BoNT-F LC inh: -14; MazEF act: 2; PrPC TRFRET: 5; PriA SSB inh: -2; Anthrax LF inh2: 1; BoNT A protease: -0.7

How did COc1cccc(CC(=O)Nc2nc(-c3ccc(F)c(F)c3)cs2)c1 do in these assays?
CCHF vOTU inh: 5; VHR inh abs: -16; BoNT-F LC inh: 6; MazEF act: -18; PrPC TRFRET: 6; PriA SSB inh: -14; SARS 3CLpro inh: -1; Rv3671c protease: -27; Anthrax LF inh2: -1; BoNT A protease: 0.0

What do the screens show for `CC(=O)Nc1cccc(NC(=O)C2CCCN2C(=O)Nc2ccc(C)cc2)c1` (centres undefined)?
CCHF vOTU inh: 3; VHR inh abs: 34; BoNT-F LC inh: 13; MazEF act: 3; PrPC TRFRET: -1; PriA SSB inh: -20; SARS 3CLpro inh: 4; Rv3671c protease: -15; Anthrax LF inh2: 2; BoNT A protease: 1.5

What do the screens show for `CC1C(=O)N(Cc2cccc(F)c2)c2ccccc2N1C(=O)c1ccccc1` (centres undefined)?
CCHF vOTU inh: 8; VHR inh abs: -3; BoNT-F LC inh: 11; MazEF act: 4; PrPC TRFRET: 11; PriA SSB inh: -13; SARS 3CLpro inh: -2; Rv3671c protease: 2; Anthrax LF inh2: -5; BoNT A protease: -2.2

How did Cc1cccn2c(=O)c3cc(C(=O)NCCCOC(C)C)sc3nc12 do in these assays?
CCHF vOTU inh: -35; VHR inh abs: 6; BoNT-F LC inh: 0; MazEF act: 7; PrPC TRFRET: -6; PriA SSB inh: 5; SARS 3CLpro inh: -1; Rv3671c protease: 1; Anthrax LF inh2: -2; BoNT A protease: -1.1

What do the screens show for `CCOC1=NC(=C(c2ccccc2)c2ccccc2)OC1=O`?
CCHF vOTU inh: 4; BoNT-F LC inh: 2; MazEF act: -22; PrPC TRFRET: 0; PriA SSB inh: -6; Anthrax LF inh2: -2; BoNT A protease: -0.5

How did CN(C(=O)COC(=O)c1ccc(-c2ccc(O)cc2)cc1)C1CCS(=O)(=O)C1 (centres undefined) do in these assays?
CCHF vOTU inh: -7; VHR inh abs: 40; BoNT-F LC inh: 5; MazEF act: -6; PrPC TRFRET: 3; PriA SSB inh: -8; SARS 3CLpro inh: -3; Rv3671c protease: -11; Anthrax LF inh2: -4; BoNT A protease: 0.1

How did Cc1cc(=O)[nH]c(SCC(=O)NN(c2ccccc2)c2ccccc2)n1 do in these assays?
CCHF vOTU inh: -2; VHR inh abs: 20; BoNT-F LC inh: 4; MazEF act: 1; PrPC TRFRET: 1; PriA SSB inh: 2; SARS 3CLpro inh: 4; Rv3671c protease: -9; Anthrax LF inh2: -2; BoNT A protease: -0.5

How did CC(=O)c1c(O)c2ccccc2n(C2CCCCC2)c1=O do in these assays?
CCHF vOTU inh: 7; VHR inh abs: 7; BoNT-F LC inh: -5; MazEF act: -17; PrPC TRFRET: 0; PriA SSB inh: -14; SARS 3CLpro inh: 2; Rv3671c protease: -1; Anthrax LF inh2: 2; BoNT A protease: -0.5

The last 3 entries of the part above open the next one:
How did CN(C(=O)COC(=O)c1ccc(-c2ccc(O)cc2)cc1)C1CCS(=O)(=O)C1 (centres undefined) do in these assays?
CCHF vOTU inh: -7; VHR inh abs: 40; BoNT-F LC inh: 5; MazEF act: -6; PrPC TRFRET: 3; PriA SSB inh: -8; SARS 3CLpro inh: -3; Rv3671c protease: -11; Anthrax LF inh2: -4; BoNT A protease: 0.1

How did Cc1cc(=O)[nH]c(SCC(=O)NN(c2ccccc2)c2ccccc2)n1 do in these assays?
CCHF vOTU inh: -2; VHR inh abs: 20; BoNT-F LC inh: 4; MazEF act: 1; PrPC TRFRET: 1; PriA SSB inh: 2; SARS 3CLpro inh: 4; Rv3671c protease: -9; Anthrax LF inh2: -2; BoNT A protease: -0.5

How did CC(=O)c1c(O)c2ccccc2n(C2CCCCC2)c1=O do in these assays?
CCHF vOTU inh: 7; VHR inh abs: 7; BoNT-F LC inh: -5; MazEF act: -17; PrPC TRFRET: 0; PriA SSB inh: -14; SARS 3CLpro inh: 2; Rv3671c protease: -1; Anthrax LF inh2: 2; BoNT A protease: -0.5

What do the screens show for `CC(C)N1C(=O)S/C(=C/c2cccnc2)C1=O`?
CCHF vOTU inh: 4; VHR inh abs: 23; BoNT-F LC inh: 2; MazEF act: -1; PrPC TRFRET: -6; PriA SSB inh: -3; SARS 3CLpro inh: -3; Rv3671c protease: -1; Anthrax LF inh2: -3; BoNT A protease: inconclusive

How did CN1CCC(N(C)S(=O)(=O)c2ccc(F)cc2F)CC1 do in these assays?
CCHF vOTU inh: 10; VHR inh abs: 33; BoNT-F LC inh: 30; MazEF act: -5; PrPC TRFRET: 4; PriA SSB inh: 5; SARS 3CLpro inh: 3; Rv3671c protease: 7; Anthrax LF inh2: 3; BoNT A protease: 0.2

Results for O=C(Nc1ccc(C(=O)N2CCOCC2)cc1)c1ccc([N+](=O)[O-])cc1 ?
CCHF vOTU inh: -6; VHR inh abs: 32; BoNT-F LC inh: 0; MazEF act: 6; PrPC TRFRET: -37; PriA SSB inh: -8; SARS 3CLpro inh: -3; Rv3671c protease: -3; Anthrax LF inh2: -3; BoNT A protease: -1.6

How did COc1ccccc1NC(=O)/C=C/c1ccc(OC)c(S(=O)(=O)N2CCOCC2)c1 do in these assays?
CCHF vOTU inh: -6; VHR inh abs: -11; BoNT-F LC inh: 0; MazEF act: -12; PrPC TRFRET: -10; PriA SSB inh: -2; SARS 3CLpro inh: -2; Rv3671c protease: 6; Anthrax LF inh2: 9; BoNT A protease: 0.8

How did Cc1cc(=O)oc2cc(OCC(=O)NCCCn3ccnc3)ccc12 do in these assays?
CCHF vOTU inh: 8; VHR inh abs: 3; BoNT-F LC inh: 3; MazEF act: -3; PrPC TRFRET: 4; PriA SSB inh: -24; SARS 3CLpro inh: -1; Rv3671c protease: -8; Anthrax LF inh2: 0; BoNT A protease: -0.9

Results for COc1cc(OC)c2ccc(=O)oc2c1C(CC(=O)N1CCCC1)c1ccc2c(c1)OCO2 (centres undefined) ?
CCHF vOTU inh: 1; VHR inh abs: 15; BoNT-F LC inh: 0; MazEF act: 6; PrPC TRFRET: 7; PriA SSB inh: -7; Rv3671c protease: -4; Anthrax LF inh2: -1; BoNT A protease: -0.7

How did COc1cccc(NC(=O)CN(C)C(=O)c2c(C)nn(CC(C)C)c2Cl)c1 do in these assays?
CCHF vOTU inh: -4; BoNT-F LC inh: -5; MazEF act: -6; PrPC TRFRET: 5; PriA SSB inh: 4; Rv3671c protease: -7; Anthrax LF inh2: -5; BoNT A protease: -0.2

Results for COc1ccccc1C(=O)NCC1(c2ccccc2)CCCC1 ?
CCHF vOTU inh: 3; VHR inh abs: 5; BoNT-F LC inh: -7; MazEF act: 0; PrPC TRFRET: -3; PriA SSB inh: -10; SARS 3CLpro inh: 2; Rv3671c protease: -4; Anthrax LF inh2: 2; BoNT A protease: 1.1

Results for O=C(Nc1cnn(Cc2ccc(Cl)c(Cl)c2)c1)C12CC3CC(CC(C3)C1)C2 ?
CCHF vOTU inh: 17; VHR inh abs: 9; BoNT-F LC inh: -3; MazEF act: 1; PrPC TRFRET: 5; PriA SSB inh: 6; SARS 3CLpro inh: 0; Rv3671c protease: -6; Anthrax LF inh2: -1; BoNT A protease: -1.0

How did CCCCCCCC(=O)OCC(COC(=O)CCCCCCC)OC(=O)CCCCCCC do in these assays?
CCHF vOTU inh: -3; BoNT-F LC inh: -6; MazEF act: -2; PrPC TRFRET: -2; PriA SSB inh: -3; Rv3671c protease: 8; Anthrax LF inh2: -2; BoNT A protease: 0.1

What do the screens show for `Cn1[nH]c(=O)c(Cl)c(Cl)c1=O`?
CCHF vOTU inh: 2; VHR inh abs: -23; BoNT-F LC inh: 16; MazEF act: 11; PrPC TRFRET: -2; PriA SSB inh: 2; SARS 3CLpro inh: 2; Rv3671c protease: 4; Anthrax LF inh2: -1; BoNT A protease: 0.2

How did Cc1n[nH]c(C)c1S(=O)(=O)N1CCCC(C(=O)Nc2nccs2)C1 (centres undefined) do in these assays?
CCHF vOTU inh: 0; VHR inh abs: 6; BoNT-F LC inh: 7; MazEF act: 5; PrPC TRFRET: 2; PriA SSB inh: -2; SARS 3CLpro inh: -5; Rv3671c protease: 1; Anthrax LF inh2: 5; BoNT A protease: -0.3

What do the screens show for `Cc1oc(-c2ccc(Cl)cc2)nc1CN1CCCC(C(=O)NC2CC2)C1` (centres undefined)?
CCHF vOTU inh: 4; VHR inh abs: -2; BoNT-F LC inh: 4; MazEF act: -2; PrPC TRFRET: -1; PriA SSB inh: -7; SARS 3CLpro inh: -4; Rv3671c protease: -3; Anthrax LF inh2: 0; BoNT A protease: 4.0

What do the screens show for `C/C(=N\NC(=O)c1ccccc1)c1cc2cc([N+](=O)[O-])ccc2oc1=O`?
CCHF vOTU inh: 3; VHR inh abs: 23; BoNT-F LC inh: -16; MazEF act: 6; PrPC TRFRET: -7; SARS 3CLpro inh: 2; Rv3671c protease: -2; Anthrax LF inh2: -2; BoNT A protease: -0.7

How did COc1cccc(NC(=O)CN(C)C(=O)c2cc(S(=O)(=O)N3CCCCCC3)ccc2OC)c1 do in these assays?
CCHF vOTU inh: 2; BoNT-F LC inh: -2; MazEF act: -1; PrPC TRFRET: 2; PriA SSB inh: 7; Rv3671c protease: 12; Anthrax LF inh2: -5; BoNT A protease: -0.5

Source: PubChem BioAssay (several laboratories)
